# Screening data deposited in PubChem by several laboratories.
# MMP-13 inhibitor = inhibitors of human MMP13; P45452; MMP-13 fTHP FRET cleavage, Mca fluorescence; inhibition, % at 4 µM; 0.07% of 65,000 active; AID 570;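 active = inhibition above the mean of compound-free control plate wells plus 3 SD, cut at about 14% in these data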;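 note: 0% = DMSO wells and 100% = wells with reference MMP-13 inhibitor after basal subtraction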
# Abs 340nm = compound absorbs light at 340 nm. 65,000 tested, under 10 active. fold change at 10 µM. compound absorbance at 340 nm, fold over control;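 active = at 10 µM dose, initial 340 nm absorbance at least 2 fold that of control wells; inactive = change under 2 fold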;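 note: initial absorbance extrapolated from kinetic A340 decline of NADH oxidation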
# 5HT1a ag = 5-HT1a (human) receptor agonism | AID 567 | CHO 5-HT1a Ga15 NFAT-bla reporter, FRET ratio; 0% basal, 100% maximal reference agonist | P08908 | 0.56% of 65,000 active | activation, % at 10 µM;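 active = activation above the screen-wide mean activation plus 3 SD, cut at about 19% in these data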;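 note: 0% = DMSO wells and 100% = 5-CT at EC100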
# Target sequence (P08908 whole entry, looked up): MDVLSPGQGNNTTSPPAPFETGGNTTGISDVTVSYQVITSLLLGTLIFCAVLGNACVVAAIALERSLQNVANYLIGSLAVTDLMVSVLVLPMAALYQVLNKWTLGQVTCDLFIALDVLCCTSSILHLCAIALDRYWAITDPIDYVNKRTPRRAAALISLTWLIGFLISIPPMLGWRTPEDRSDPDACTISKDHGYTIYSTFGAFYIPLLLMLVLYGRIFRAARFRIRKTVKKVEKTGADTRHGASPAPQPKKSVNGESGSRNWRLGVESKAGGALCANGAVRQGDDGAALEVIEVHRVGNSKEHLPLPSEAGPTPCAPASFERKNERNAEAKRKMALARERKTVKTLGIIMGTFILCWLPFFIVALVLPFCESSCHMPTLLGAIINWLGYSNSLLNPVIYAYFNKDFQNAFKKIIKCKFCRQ
# SF1 activator = activates the human nuclear receptor SF-1; CHO-K1 Gal4-SF-1 LBD luciferase reporter; % increase over DMSO SF-1-specific signal; activation, % at 10 µM; 1.9% of 65,000 active;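 active = activation above the mean activation of all tested compounds plus 3 SD, cut at about 50% in these data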
#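 Test system: transient Gal4-SF-1 LBD reporter, CHO-K1; Amount: 4,000 CHO-K1 cells per well; Doses: 10 µM only; Timing: compound exposure 20 h at 37 °C; Signal: luciferase light emission; Read-out basis: percent activation relative to DMSO median and mock-transfected background; Control set: DMSO negative control and −SF1 background wells; Replicates: one test per compound.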
# 5HT1a antag = antagonists of human 5-HT1a serotonin receptor; P08908; CHO 5-HT1a Ga15 NFAT-bla reporter, antagonist mode; inhibition, % at 10 µM; 0.68% of 62,000 active;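 active = inhibition above the mean of all tested compounds plus 3 SD, cut at about 43% in these data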;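 note: receptor stimulated by 5-CT agonist at 100 nM near EC80; beta-lactamase reporter measured by ratiometric fluorescence of a cleavable substrate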
# NADH coupling = blocks coupling enzymes of NAD/NADH assays; coupled PK/LDH NADH assays, four targets; IC50, µM (series often up to 10 µM), without a hit: at the top dose inhibition; 0.02% of 65,000 active;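 active = single-dose screening hits from any of four coupled enzyme assays that gave an IC50 when retested across doses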;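 note: the DPM-DC format reads NADH fluorescence rather than 340 nm absorbance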
# RORA act = RORA (human) activation. CHO-K1 Gal4-RORA LBD luciferase reporter, luminescence; percent increase over mock-subtracted basal signal. 1.5% of 65,000 active. activation, % at 10 µM;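 active = activation above the mean of all tested compounds plus 3 SD, cut at about 49% in these data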;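 note: 0% = DMSO-treated RORA cells and 100% = added signal equal to DMSO minus mock-transfected cells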
# TNAP act mid DEA = human TNAP activation, intermediate phosphate acceptor | purified TNAP, CDP-star luminescence, 100 mM DEA, 30 min; stronger effect = higher value; scale: 0 levamisole-inhibited, 1 vehicle-only enzyme | activation factor at 20 µM | 64,000 tested, under 10 active | AID 813;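 active = activation factor of at least 2 at 20 µM, relative to controls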
# Target sequence (P05186 whole entry, looked up): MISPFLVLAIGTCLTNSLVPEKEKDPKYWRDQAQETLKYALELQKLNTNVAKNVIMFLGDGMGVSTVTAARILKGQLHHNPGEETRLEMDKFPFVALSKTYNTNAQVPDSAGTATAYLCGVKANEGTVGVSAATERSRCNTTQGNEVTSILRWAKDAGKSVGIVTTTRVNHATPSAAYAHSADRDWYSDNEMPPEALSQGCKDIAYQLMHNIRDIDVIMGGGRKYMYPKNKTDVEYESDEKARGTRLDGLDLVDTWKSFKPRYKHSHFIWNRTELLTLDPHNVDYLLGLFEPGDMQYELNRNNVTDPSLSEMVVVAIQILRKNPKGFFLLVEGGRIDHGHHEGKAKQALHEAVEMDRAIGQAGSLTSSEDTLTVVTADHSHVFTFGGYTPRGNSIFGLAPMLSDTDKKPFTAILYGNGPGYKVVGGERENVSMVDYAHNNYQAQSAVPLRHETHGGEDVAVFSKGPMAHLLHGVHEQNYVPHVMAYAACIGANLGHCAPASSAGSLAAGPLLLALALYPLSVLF
# Autofluor 339 = intrinsic fluorescence of library compounds, ex339/em460 – biochemical, MLSMR library, data from DPM-DC assay, artefact control, profiling panel | compound autofluorescence, ex339/em460 nm, NADH buffer; stronger effect = higher value; 1 = no-compound wells, NADH background | fluorescence fold increase at 10 µM | 5.5% of 65,000 active;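 active = at 10 µM, mean starting fluorescence two-fold or more over control wells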;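 note: signal is the first read of a kinetic run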
# The depositor's hits bear a star; i = inactive; . = not tested or not shown; [ ] = another dose, or the depositor's remark.
SMILES,MMP-13 inhibitor,Abs 340nm,5HT1a ag,SF1 activator,5HT1a antag,NADH coupling,RORA act,TNAP act mid DEA,Autofluor 339
O=S(=O)(NCc1ccccc1)c1cnc[nH]1,2,1,-3.0,3,-12,5%,1,0.9,1.1
CCOc1ccc(S(=O)(=O)Nc2ccc(S(=O)(=O)N3CCOCC3)cc2)cc1,-2,1,-0.5,-4,-2,4%,-14,0.9,1.1
CCOc1ccccc1NC(=O)Cn1nnc(C(=O)NCc2ccco2)c1N,-2,1,-1.8,-18,34,1%,-17,0.9,1.1
CC(C)CNC(=O)CN(C1CCCCC1)S(=O)(=O)c1ccccc1,8,1,-0.3,-15,14,9%,-8,1,1.1
COC(=O)C(F)(Sc1c(C)n(C)n(-c2ccccc2)c1=O)C(F)(F)F (configuration not stated),-9,1,-4.4,-7,-3,2%,-8,0.9,1
O=C(CN1CCN(c2ccccn2)CC1)NCc1cccs1,5,1,2.3,7,2,3%,2,1,1.1
O=C(NS(=O)(=O)c1ccccc1)c1ccccc1O,2,1,-1.2,11,-4,4%,8,0.9,1.2
CS(=O)(=O)N(CC(=O)O)c1ccc(Oc2ccccc2)cc1,4,1.1,-0.7,-2,-3,0%,8,1,1.2
O=C(Nc1cccc2c1C(=O)NC2=O)c1ccc(S(=O)(=O)N2CCCC2)cc1,-13,1,-3.4,-10,2,8%,-20,0.9,2.3*
COc1ccc(CCNC(=O)C2CCN(S(=O)(=O)c3cc(OC)ccc3OC)CC2)cc1,1,1,0.4,6,0,2%,-6,0.8,1
COc1ccc(-n2ncc3c(N4CCCCC4)ncnc32)cc1,-31,1,0.4,-84,-14,0%,-87,1,1.1
O=C(Nc1c(C(=O)N2CCCCC2)cnn1-c1ccccc1)c1ccccc1,4,1,0.4,-16,-3,2%,-19,1,1
O=C(NCc1ccccc1Cl)C1CCCN(S(=O)(=O)c2cnc[nH]2)C1 (configuration not stated),-3,1,0.9,3,6,1%,3,1,1.1
COc1cc(OC)cc(C(=O)NCCN2CCOCC2)c1,-3,0.99,0.2,-5,-8,4%,7,0.9,1
CCCc1cc(=O)[nH]c(SCc2cc(C(=O)OC)c(C)o2)n1,4,1,-1.7,0,16,6%,-22,0.9,1.1
C#CC(CO)N(CCN(Cc1ccccc1)C(C#C)CO)Cc1ccccc1 (configuration not stated),.,0.99,.,.,.,10%,.,0.9,1.1
CCN(CC)C(=O)C1CCCN(c2ncnc3c2cnn3-c2ccc(Cl)cc2)C1 (configuration not stated),-1,0.99,3.3,-5,-4,3%,-10,0.9,1
Cc1cc(C(=O)O)cc(S(=O)(=O)N2CCOCC2)c1C,2,1,-2.5,3,-12,3%,17,1,1.1
Cc1cccc(N(C)S(=O)(=O)c2ccc3c(c2)CCC(=O)N3)c1,3,1,-3.1,-2,-3,4%,-14,1,1.1
CCOC(=O)c1nnn(-c2nonc2N)c1-c1cccs1,4,1,-4.0,-4,8,6%,-17,0.9,1.1
Cc1ccc(Cl)cc1N1CCN(C(=O)C2CCN(S(=O)(=O)c3c(C)nn(C)c3C)CC2)CC1,-3,1,0.4,-16,11,5%,-5,0.9,1.1
CCn1c(CNC(=O)c2ccco2)nnc1SCC(=O)Nc1cc(C(F)(F)F)ccc1Cl,-6,0.98,54*,-8,5,7%,-13,0.9,1
CCOc1c(Br)ccc2c1sc1nc[nH]c(=O)c12,-4,1.1,2.2,-3,-15,2%,-11,0.9,1.1
C#CCN1C(=O)C(O)(CC(=O)c2ccc3c(c2)OCCO3)c2ccccc21 (configuration not stated),3,1,-5.8,6,8,3%,6,1,1.1
Cc1cc(F)ccc1S(=O)(=O)Nc1ccccc1C(=O)Nc1ncn[nH]1,-64[fluorescence artefact?],1,0.2,-15,-2,5%[fluoresces],-24,1,2.3*
O=C(c1cc(S(=O)(=O)N2CCOCC2)ccc1F)N1CCCc2ccccc21,-1,1.1,-1.9,5,-4,3%,1,0.9,1
CCCNC(=O)c1noc2c1CCc1ccccc1-2,5,1,-4.0,34,-22,7%,25,0.9,0.97
CCOC(=O)c1sc(NC(=O)CSc2nc3c(cc2C#N)CCCCCC3)c(C#N)c1C,0,1.1,0.0,-8,12,2%,-4,1,1.4
CCCOC(=O)c1cccc(NC(=O)c2cccnc2)c1,5,1.1,1.6,-2,-7,5%,0,0.9,1.1
COc1cc(NC(=O)c2onc(C)c2Cl)c(OC)cc1Cl,1,1,0.8,-20,7,8%,4,0.9,1.6
COC(=O)c1ccsc1NC(=O)CSc1nnnn1-c1ccccc1SC,-2,1.1,-0.3,-6,-9,4%,-14,0.9,1.1
CCOc1ccc(OCC)c(NC(=O)CN(C)S(=O)(=O)c2cccc3nsnc23)c1,-3,1,0.7,-6,-1,4%,1,0.9,1.1
O=C(Nc1nc2c(Cl)ccc(Cl)c2s1)c1ccco1,3,1.1,1.5,24,-48,6%,0,0.9,1.1
CSCCC(NC(C)=O)C(=O)Oc1ccc2c3c(c(=O)oc2c1)CCCC3 (configuration not stated),i[fluorescence artefact?],1.1,-1.6,11,4,0%[fluoresces],2,1,2.1*
COC(=O)c1[nH]c2ccccc2c1NC(=O)CN1CCN(c2cccc(OC)c2)C(C)C1 (configuration not stated),-10,1,0.4,4,-4,10%,37,0.9,1.6
CCCCC(C(=O)NCCC(C)C)N(CCCN1CCOCC1)C(=O)c1snc(C(N)=O)c1N (configuration not stated),-30,1.1,-0.5,-11,-10,7%,-6,1,2.1*
Cn1cccc1C(C(=O)NC1CCCCC1)N(C(=O)Cc1cccs1)c1ccc2c(c1)OCCO2 (configuration not stated),-2,1,-0.2,-16,9,6%,-22,0.9,1.1
CCOc1cccc(C2C(C(=O)c3ccc(C)o3)=C(O)C(=O)N2c2nccs2)c1 (configuration not stated),1,1,1.8,3,15,7%,6,0.9,1.1
CC(C)(C)n1nnnc1CN1CCC(NC(=O)NC2CCCCC2)CC1,6,0.99,0.1,-1,-17,11%,-21,0.9,1
O=C(Nc1nnc(C2CCCCC2)s1)c1ccco1,-3,1.1,-1.8,70*,-9,5%,6,0.9,0.99

# Three entries from above, ordered by length of the SMILES, lowest first.
SMILES,MMP-13 inhibitor,Abs 340nm,5HT1a ag,SF1 activator,5HT1a antag,NADH coupling,RORA act,TNAP act mid DEA,Autofluor 339
O=C(Nc1nnc(C2CCCCC2)s1)c1ccco1,-3,1.1,-1.8,70*,-9,5%,6,0.9,0.99
CCOc1ccc(OCC)c(NC(=O)CN(C)S(=O)(=O)c2cccc3nsnc23)c1,-3,1,0.7,-6,-1,4%,1,0.9,1.1
Cc1ccc(Cl)cc1N1CCN(C(=O)C2CCN(S(=O)(=O)c3c(C)nn(C)c3C)CC2)CC1,-3,1,0.4,-16,11,5%,-5,0.9,1.1

# Later entries
SMILES,MMP-13 inhibitor,Abs 340nm,5HT1a ag,SF1 activator,5HT1a antag,NADH coupling,RORA act,TNAP act mid DEA,Autofluor 339
COCc1[nH]nc2c1C1(CCSCC1)C(C#N)=C(N)O2,-4,1,-3.9,10,10,8%,-5,0.9,1.1
Cc1noc(/C=C/N(C)C)c1S(=O)(=O)N1CCCC(C(=O)N2CCCCC2)C1 (configuration not stated),5,1.1,-3.0,4,13,4%,1,0.9,0.96
O=C(O)C1C2C=CC(C2)C1C(=O)OC1CC2CCC1C2 (configuration not stated),-5,1.1,-1.6,-1,-7,5%,-6,0.9,1
Cc1ccc(-c2csc3nc(C)n(-n4c(C)ccc4C)c(=O)c23)o1,2,1,1.1,-15,0,4%,-16,0.9,1.2
Cc1cc(C(=O)Nc2ccccc2C(F)(F)F)no1,4,1,-0.9,-7,-14,5%,-5,0.9,1.1
CCOc1ccc2[nH]c(C)c(CN3CCOCC3)c(=O)c2c1,-14,1.1,-4.9,-8,0,13%,21,1.1,1.6
CC(C)Oc1cccc(C(=O)O)c1,7,0.99,1.8,-5,1,9%,5,0.9,1.1
COc1cc(OC)nc(NC(=O)COC(=O)C2CCCCC2)n1,4,1,91*,1,-1,4%,31,0.9,1.1
COc1ccc(C(c2nnnn2CC2CCCO2)N2CCN(c3cccc(C)c3C)CC2)cc1 (configuration not stated),1,1,-2.3,-6,24,9%,-6,0.9,1.1
CC(=O)N1CCc2cc(S(=O)(=O)NC(C(=O)NCc3ccccc3)C(C)C)ccc21 (configuration not stated),0,0.97,-2.0,3,4,3%,-5,0.9,1
CCOc1ccc(C2CC(c3ccc(OC)c(OC)c3)n3nc(N)nc3N2)cc1 (configuration not stated),-2,1.1,0.4,2,3,6%,12,1,1.1
CCN(CCNC(=O)CN1CCN(Cc2ccc(Cl)cc2)C1=O)c1ccccc1,2,1,-0.6,-11,9,6%,-8,0.9,1.1
COc1ccccc1C1C(C(=O)c2cc3ccccc3o2)=C(O)C(=O)N1CCN(C)C (configuration not stated),0,1.1,-0.6,14,14,10%,-5,0.9,1.1
COC(=O)Cn1c(=NC(=O)CSC(C)=O)sc2ccccc21,1,1.1,-1.7,-23,-6,16%,-16,0.9,1.1
C[C@@H]1C[C@H](Nc2ccccc2)c2ccccc2N1C(=O)c1cccnc1,-3,1,3.5,-6,.,2%,-18,0.8,1.1
COc1ccccc1NC(=O)C(O)C(O)C(=O)Nc1ccccc1OC (configuration not stated),-8,0.98,-1.4,-18,-11,4%,-23,1,1
O=C(CSc1nnnn1C1CCCCC1)Nc1cccc(NC(=O)c2ccco2)c1,7,1,-1.5,6,1,3%,1,0.9,1.1
CCOC(=O)C1CCN(S(=O)(=O)c2ccc3[nH]c(=O)oc3c2)CC1,2,1.1,-0.8,-14,3,4%,15,1,1.1
CCOc1cc2oc(=O)c3c(c2cc1Cl)CCC3,-6,1,1.3,-3,-2,2%,-18,0.8,1.5
Cc1cc(C)c2cc(CN(CCN3CCCC3)C(=O)Nc3ccc(F)cc3)c(=O)[nH]c2c1,-8,1.1,-0.7,-13,-1,9%,2,0.9,1.2
COC(=O)CSc1nc2cc3c(cc2cc1C#N)OCO3,0,1,-1.0,43,1,6%,34,1,1.5
CC1(C)CC(=O)C2=C(C1)OC1=C(C(=O)CC(C)(C)C1)C2c1ccc(O)cc1O,1,1,3.2,-30,37,7%,0,0.8,1.1
NC(=O)CNC(=O)C1CCCc2c1[nH]c1ccc(Cl)cc21 (configuration not stated),2,1,-1.0,0,10,6%,16,0.9,1.1
Cc1cc(C(F)(F)F)nn1CC(=O)NCc1ccccc1,-2,1,-3.5,13,0,0%,-8,0.9,1.1
Cc1ccc(-n2c(SCC(=O)NCC3CCCO3)nc3n[nH]c(C)c3c2=N)cc1Cl (configuration not stated),4,1,1.1,-17,-14,7%,-23,.,1.1
O=C(Nc1ccncc1)Nc1ccc(F)cc1F,5,0.99,-0.5,16,-12,10%,15,1,1.1
COc1ccc(Cl)cc1NC(=O)N1CCN(C2CCCCC2)CC1,-1,1,-1.0,3,4,4%,7,1,1.1
CCOc1ccc(NC(N)=O)cc1,-4,1,-5.2,-8,-4,3%,-14,0.9,1.1
Cc1ccccc1Cn1nc(C)c(NC(=O)c2nc3n(n2)C(C(F)F)CC(C)N3)c1C (configuration not stated),3,1,0.0,4,-9,7%,-8,0.9,1.1
Cc1cc(Nc2ccccc2F)n2nc(C)nc2n1,5,1,-7.6,1,-13,4%,13,0.9,1

# Retrieved one by one from the entries so far, 2 records:
SMILES,MMP-13 inhibitor,Abs 340nm,5HT1a ag,SF1 activator,5HT1a antag,NADH coupling,RORA act,TNAP act mid DEA,Autofluor 339
COc1ccc(Cl)cc1NC(=O)N1CCN(C2CCCCC2)CC1,-1,1,-1.0,3,4,4%,7,1,1.1
Cc1cc(Nc2ccccc2F)n2nc(C)nc2n1,5,1,-7.6,1,-13,4%,13,0.9,1

# An unsorted share of the library; 8.9% or so of the library scored in one or more.
